Screens as filed in PubChem BioAssay.
KOR beta-arrestin-1 – kappa opioid receptor activators – cell-based, luminescence, uHTS, primary screen (AID 1777); KOR beta-arrestin recruitment, luminescence; higher % means a stronger effect; activation, % at 10 µM; hits with a dose series show EC50 in µM; 280,000 compounds, 0.02% hits; in the data active = activation above about 50%, passing the limit was not always enough; also: a part of the inactive calls stands beside numbers as strong as those of hits
KOR beta-arrestin-2 – KOR antagonists, beta-arrestin recruitment, cell-based, luminescence, uHTS (AID 1778); KOR beta-arrestin recruitment, luminescence, antagonist mode; higher % means a stronger effect; 290,000 compounds, 0.091% hits; inhibition, % at 10 µM, or IC50 in µM where a hit was titrated; also: strong numbers were not always called active
human PMI inhibitors – human PMI inhibitors, high substrate, primary screen, biochemical, fluorescence intensity, high mannose 6-phosphate (AID 1220); recombinant PMI enzyme, coupled fluorescence intensity; higher % means a stronger effect; inhibition, % at 20 µM; hits with a dose series show IC50 in µM; 190,000 compounds, 0.66% hits
TNAP activation fold – human TNAP enzyme activators, primary screen, biochemical, luminescent, no phosphate acceptor, uHTS (AID 1001) | activation fold at 20 µM; hits with a dose series show EC50 in µM | purified TNAP, luminescent activation assay, no phosphate acceptor; higher activation fold means a stronger effect | 200,000 compounds, 0.03% hits; in the data active = activation fold from about 3, or a potency from the dose series; inactive = the rest, 99 in 100 with activation fold below about 1.6; also: many of its hits are not listed in these tables
PMI inhibitors – inhibitors of human PMI, primary screen, biochemical, fluorescence intensity, coupled assay (AID 1209); 190,000 compounds, 0.42% hits; purified PMI enzyme, coupled fluorescence intensity; higher % means a stronger effect; one-dose inhibition, % at 20 µM; IC50 in µM for titrated hits;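 also: plate controls were DMSO vehicle for no effect and wells lacking substrate for full effect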
NOD1 NF-kB reporter – inhibition of NOD1-driven NF-kB reporter – cell-based, luminescence, uHTS, primary screen (AID 1578); NOD1-driven NF-kB luciferase reporter cells, luminescence; higher % means a stronger effect; inhibition, % at 4 µM; hits with a dose series show EC50 in µM; 290,000 compounds, 1% hits; in the data active = inhibition mostly above about 36%, no sharp cut-off; inactive = mostly below about 34%;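 also: HEK-293T reporter cells stimulated with the NOD1 agonist gamma-tri-DAP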
XIAP antagonists – small molecules displacing peptide from XIAP – biochemical, IAP family, fluorescence polarization (AID 1018); XIAP BIR domain, fluorescence polarization peptide displacement; higher % means a stronger effect; one-dose displacement, % at 20 µM; IC50 in µM for titrated hits; 200,000 compounds, 0.007% hits; in the data active = displacement above about 50%; also: a part of the inactive calls stands beside numbers as strong as those of hits
LYP phosphatase – PTPN22 lymphoid phosphatase activity blockers – biochemical, fluorescence intensity, uHTS (AID 1779); recombinant LYP phosphatase, fluorescence intensity; higher % means a stronger effect; one-dose inhibition, % at 11.5 µM; IC50 in µM for titrated hits; 290,000 compounds, 0.054% hits;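 also: plate controls were vehicle with enzyme for no effect and no enzyme for full effect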
HEK293 NOD2/NF-kB – inhibition of NOD2-driven NF-kB reporter – cell-based, luminescence, uHTS, HEK293 (AID 1566). 290,000 compounds, 0.63% hits. HEK293 NOD2/NF-kB luciferase reporter, luminescence; higher % means a stronger effect. inhibition, % at 4 µM, or EC50 in µM where a hit was titrated; also: many of its hits are not listed in these tables
Starred values were filed as active, the others as inactive; x = not tested or not shown; [ ] = another dose, or the depositor's remark. Rule as the data show it, unless noted: active = inhibition above about 50%; inactive = the rest. A portion of the library; count on the stated rates, not on these rows.

HEK293 NOD2/NF-kB	TNAP activation fold	PMI inhibitors	LYP phosphatase	human PMI inhibitors	NOD1 NF-kB reporter	KOR beta-arrestin-2	KOR beta-arrestin-1	XIAP antagonists	molecule
-4.7%	1	8.5%	2.6%	21.8%	16.1%	-15.1%[20 µM]	-3.8%	-19.2%	Cc1ccccc1NC(=O)CN1C(=O)S/C(=C\c2ccc(-c3cccc(C(=O)O)c3C)o2)C1=O
19.1%	1	0.2%	2.4%	1.9%	13.0%	-41.6%	9.6%	-3.4%	C=CCn1c(SCC(=O)Nc2cc3oc4ccccc4c3cc2OC)nnc1-c1cnccn1
3.0%	x	x	-3.7%	x	3.8%	21.9%	-4.4%	x	Cc1nc2cc(Cl)ccc2c(=O)n1Cc1ccncc1
-14.0%	1	-14.8%	0.6%	-7.1%	-36.1%	-7.3%	-3.7%	-8.3%	CS(=O)(=O)N1N=C(c2cccs2)CC1c1ccc(Cl)o1 (configuration not stated)
6.4%	1.1	14.2%	1.4%	9.6%	-5.1%	0.5%	0.0%	-2.4%	CCNc1nc(NCC)nc(SCCOC(=O)COc2ccc(Cl)cc2Cl)n1
13.2%	1.2	3.5%	-5.0%	4.9%	-18.3%	8.1%	2.9%	-13.0%	CC1=NN(C(=O)c2ccc(Cn3nc(C)cc3C)o2)C(O)(C(F)(F)F)C1 (configuration not stated)
7.2%	1.1	x	-8.8%	x	-48.5%	-66.6%[20 µM]	x	-3.9%	CC(=O)N/N=C(\C)CC(=O)Nc1cccc2c1CCCC2
9.2%	1.1	22.8%	-4.4%	17.2%	-29.0%	-50.4%	13.7%	-8.2%	COc1cccc(Nc2nc(-c3cccs3)nc3ccccc23)c1
-6.3%	x	x	-7.1%	x	-5.4%	8.8%	2.9%	x	CCOC(=O)N1CCN(C(c2ccc(Cl)cc2)c2sc3nc(C)nn3c2O)CC1 (configuration not stated)
-0.7%	0.9	-23.3%	-8.3%	-11.4%	2.8%	-23.0%	-9.5%	-1.9%	COCCCn1c(=N)c(C(=O)NCc2ccc3c(c2)OCO3)cc2c(=O)n3ccccc3nc21
12.2%	1.1	7.5%	1.2%	3.8%	-15.7%	8.0%	-2.6%	-2.6%	Cc1c(C(=O)O)c2cc(O)ccc2n1-c1ccccc1
-36.9%	1.1	-1.2%	-8.5%	-7.3%	-12.9%	-35.1%[20 µM]	1.9%	-1.6%	N/C(=N\OC(=O)c1cc(Cl)ccc1Cl)c1ccncc1
15.3%	1.1	4.6%	-5.0%	6.1%	3.4%	-9.6%	-3.0%	-0.6%	Cc1ccc(-n2ncc3c(Nc4c(C)n(C)n(-c5ccccc5)c4=O)ncnc32)c(C)c1
5.4%	x	x	-6.2%	x	-7.2%	31.0%	-0.3%	x	COc1c2c(cc3c1C(CC(O)Cc1ccccc1)N(C)CC3)OCO2 (configuration not stated)
5.4%	1.1	-5.5%	5.3%	-7.8%	-25.9%	20.9%	-1.3%	-7.5%	Cc1ccc(S(=O)(=O)N2CCC(=O)N(CCOCc3cccc(Cl)c3)CC2)cc1
-3.2%	1.1	7.9%	-6.6%	5.2%	-25.7%	-9.5%	3.5%	-4.7%	COCC(=O)Nc1nnc(-c2cccs2)s1
0.5%	x	x	-5.8%	x	-11.1%	2.1%	-0.4%	x	COC(=O)C(Cc1ccc(O)cc1)NC(=O)NC12CC3CC(CC(C3)C1)C2 (configuration not stated)
-4.0%	1	3.7%	-2.3%	1.9%	-18.3%	-12.3%	-4.7%	-7.2%	COc1ccc(-c2nnc(S/C(=C/c3ccc(Cl)cc3)C(=O)O)o2)cc1
17.9%	x	x	-7.8%	x	20.5%	-34.4%	7.3%	x	Cc1cc(C)c(S(=O)(=O)N2CCOC2CNC(=O)C(=O)NCCN(C)C)c(C)c1 (configuration not stated)
15.5%	1.1	-1.0%	-10.4%	-1.2%	11.3%	-11.5%	-0.6%	0.3%	COc1ccc(NC(=O)CSc2nnc(C3CC3)n2-c2ccccc2)cc1
-2.0%	x	x	-5.2%	x	-8.8%	-8.8%	0.4%	x	CCc1cccc(N(C(=O)c2csnn2)C(C(=O)NC2CCCCC2)c2ccncc2)c1 (configuration not stated)
10.1%	1.1	-4.2%	-0.2%	-5.4%	-20.2%	2.3%	-8.0%	-3.2%	c1ccc(-n2nnnc2Cc2nnnn2-c2ccccc2)cc1
8.3%	x	x	-5.6%	x	52.8%	-26.3%[20 µM]	3.4%	x	O=C(O)c1ccc(S(=O)(=O)N2CCSCC2)cc1
-23.2%	1.1	-46.5%	-2.3%	-79.0%	-44.1%	-6.9%	1.9%	-7.4%	Cc1ccc(C(=O)Nc2nnc(CC(=O)N/N=C/c3ccncc3)s2)cc1
-2.8%	x	x	2.4%	x	-5.0%	7.3%	-1.7%	x	CCOC(=O)c1nc(C)nc(Sc2n[nH]c(-c3ccc(C(C)(C)C)cc3)n2)c1C
-22.2%	x	x	1.2%	x	-11.6%	13.9%	9.9%	x	Clc1ccccc1CN1CCN(/N=C/C=C/c2ccco2)CC1
-9.4%	x	x	-6.5%	x	-9.9%	17.6%	-4.0%	x	COc1ccc(NC(=O)c2ccccc2-c2ccccc2C(=O)O)cc1
16.7%	1	-1.5%	1.5%	-5.3%	-27.4%	10.1%	-0.1%	-6.3%	Cn1c(N)c(C(=O)COC(=O)CCc2nc3ccccc3s2)c(=O)n(C)c1=O
15.2%	1.1	-4.6%	-3.2%	-7.1%	-25.9%	-8.5%	-5.6%	3.5%	Cc1ccc(S(=O)(=O)CCC(=O)O)cc1C
15.2%	1.1	7.4%	-1.0%	5.8%	-19.7%	9.1%	-4.0%	-0.3%	Cc1ccc2cc(CN(CCN3CCCC3)C(=O)Nc3ccc(F)cc3)c(=O)[nH]c2c1C

Individual results from the entries so far:
KOR beta-arrestin-1, COc1cccc(Nc2nc(-c3cccs3)nc3ccccc23)c1 = 13.7%
human PMI inhibitors, C=CCn1c(SCC(=O)Nc2cc3oc4ccccc4c3cc2OC)nnc1-c1cnccn1 = 1.9%

Remaining list, next part
HEK293 NOD2/NF-kB	TNAP activation fold	PMI inhibitors	LYP phosphatase	human PMI inhibitors	NOD1 NF-kB reporter	KOR beta-arrestin-2	KOR beta-arrestin-1	XIAP antagonists	molecule
-3.6%	1	-13.8%	-5.3%	-9.2%	-30.3%	-4.7%	-5.7%	-4.2%	Cc1nn(-c2ccc(C(=O)O)cc2)c(C)c1Oc1ccccc1O
9.6%	1	-11.9%	-3.5%	-9.1%	6.5%	-1.3%	-9.0%	-2.6%	CC(Oc1ccccc1)C(=O)Nc1ccc(S(=O)(=O)N2CCOCC2)cc1 (configuration not stated)
-3.5%	x	x	-2.5%	x	-37.7%	5.2%	-1.2%	x	N#Cc1ccc(C(=O)NCCCSc2ccccc2)cc1
21.1%	x	x	-2.7%	x	0.3%	12.9%	5.7%	x	O=C(c1cnn(C(=O)c2cccc(S(=O)(=O)N3CCOCC3)c2)c1)c1cc(Cl)cc(Cl)c1O
-24.2%	1	9.1%	2.1%	-2.3%	-9.5%	-23.0%	-3.1%	-7.9%	O=C(CNS(=O)(=O)c1cccs1)Nc1ccc2c(c1)OCCO2
14.5%	x	x	-1.7%	x	-10.1%	27.1%	-5.5%	x	CCC(C)Oc1nc2c(c(=O)n(C)c(=O)n2C)n1C (configuration not stated)
20.0%	1.1	12.8%	-5.2%	15.6%	-0.7%	31.0%	-1.8%	-0.1%	Cc1ccccc1CSCCNC(=O)c1ccc(Cl)c(S(=O)(=O)N2CCOCC2)c1
1.1%	1.1	2.0%	-4.2%	-0.6%	-23.9%	-31.1%[20 µM]	-9.3%	-0.7%	O=C(CSc1nc(-c2ccco2)cc(C(F)(F)F)n1)NCCCN1CCOCC1
-84.0%	1.1	-5.1%	-6.7%	-4.5%	-50.9%	7.6%	-1.3%	-2.3%	CSc1nsc(SCC(=O)Nc2ccc(C(C)=O)cc2)n1
-2.4%	1.1	5.7%	-1.7%	5.4%	-4.8%	-13.3%	3.2%	-7.7%	COc1ccc(C(=O)N2CCSC2=S)cc1OC
-5.8%	0.9	7.5%	4.2%	-4.9%	-52.3%	44.5%	-2.2%	-7.8%	CC1CCN(S(=O)(=O)c2ccc(C(=O)Nc3ccccc3-c3nc4ccccc4[nH]3)cc2)CC1
-6.7%	1.2	6.5%	0.1%	5.3%	-6.9%	15.4%	-4.2%	-2.8%	O=C1N=C(N2CCOCC2)CS1
31.5%	0.9	-4.7%	-1.9%	-12.3%	4.9%	29.4%	3.0%	-11.6%	O=C(NCCCn1ccnc1)c1ccc2c(c1)OCCO2
4.0%	1.1	3.1%	-3.2%	6.8%	-12.5%	-11.4%[20 µM]	-3.2%	-3.8%	CN(C)/C=C/C(=O)c1cnc2sccn2c1=O
13.8%	1	-0.1%	-3.6%	0.5%	-22.6%	-44.3%[20 µM]	x	-7.8%	Cc1cccc(NC(=O)N(Cc2cc3cc(C)ccc3[nH]c2=O)CC2COCCO2)c1 (configuration not stated)
0.3%	1	-11.8%	2.4%	20.3%	-43.1%	-7.1%	4.1%	-2.4%	Cc1ccc(OC(C)C(=O)O)cc1C (configuration not stated)
11.9%	1.1	7.5%	5.3%	7.4%	-42.4%	-29.3%	3.5%	-5.6%	COc1cccc(C(=O)Nc2cc(S(=O)(=O)N3CCCCC3)ccc2OC)c1
-15.2%	1	6.8%	8.3%	-2.5%	-64.8%	2.3%	-1.2%	-3.0%	c1ccc(C2=Nn3c(nnc3-c3cc(-c4ccccc4)n[nH]3)SC2)cc1
-1.2%	x	x	-3.9%	x	-3.8%	11.3%	-3.1%	x	COc1ccc(NC(=O)C(C)N2CCN(C)CC2)cc1 (configuration not stated)
4.9%	1	-5.9%	-4.2%	1.0%	-25.5%	18.5%	-3.3%	-3.7%	COCC(=O)NCc1ccc2c(c1)cc(C)n2C
11.7%	x	x	-5.0%	x	23.6%	9.6%	-0.2%	x	COc1cc2c(cc1OC)C(c1cccc(Cl)c1)CC(=O)N2 (configuration not stated)
10.2%	x	x	-5.3%	x	0.0%	-0.1%	0.2%	x	COC(=O)Cn1c2ccc(OC)cc2c2nc(C)sc21

Full records, looked up by structure:
COc1ccc(NC(=O)C(C)N2CCN(C)CC2)cc1 (configuration not stated) is listed as HEK293 NOD2/NF-kB = -1.2%; TNAP activation fold = x; PMI inhibitors = x; LYP phosphatase = -3.9%; human PMI inhibitors = x; NOD1 NF-kB reporter = -3.8%; KOR beta-arrestin-2 = 11.3%; KOR beta-arrestin-1 = -3.1%; XIAP antagonists = x
Cc1cccc(NC(=O)N(Cc2cc3cc(C)ccc3[nH]c2=O)CC2COCCO2)c1 (configuration not stated) is listed as HEK293 NOD2/NF-kB = 13.8%; TNAP activation fold = 1; PMI inhibitors = -0.1%; LYP phosphatase = -3.6%; human PMI inhibitors = 0.5%; NOD1 NF-kB reporter = -22.6%; KOR beta-arrestin-2 = -44.3%[20 µM]; KOR beta-arrestin-1 = x; XIAP antagonists = -7.8%
